# Screening results: PubChem BioAssay, several laboratories
# EphB4 ephrin blk – EphB4-ephrin-B2 interaction antagonists, primary screen, biochemical, TNYL-RAW peptide probe, fluorescence polarization; 0.15% of 97,000 active; Ephrin type-B receptor 4 (Homo sapiens), P54760; inhibition, % at 7 µM; EphB4 LBD / TNYL-RAW-Alexa532 peptide;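 active = inhibition above the screen-wide mean inhibition plus 3 SD, cut at about 15% in these data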;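 note: 0% = DMSO wells and 100% = excess unlabeled TNYL-RAW peptide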
# PLAP activator – PLAP enzyme activators, biochemical, luminescence, HTS. Alkaline phosphatase, placental type (Homo sapiens), P05187. 1.2% of 96,000 active. purified PLAP enzyme, luminescent substrate read-out; stronger effect = higher value. activation fold at 20 µM; in the data active = activation fold above about 2
# Plk1 PBD FP – Plk1 polo box domain binding inhibitors, primary screen, biochemical, fluorescence polarization; inhibition, %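 (tested at about 20 µM)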; Plk1 PBD phosphopeptide binding; 0.13% of 97,000 active; Serine/threonine-protein kinase PLK1 (Homo sapiens), P53350; in the data active = inhibition above about 34%, passing the limit was not always enough
# Target sequence (P53350 whole entry, looked up, the tested form may be a part): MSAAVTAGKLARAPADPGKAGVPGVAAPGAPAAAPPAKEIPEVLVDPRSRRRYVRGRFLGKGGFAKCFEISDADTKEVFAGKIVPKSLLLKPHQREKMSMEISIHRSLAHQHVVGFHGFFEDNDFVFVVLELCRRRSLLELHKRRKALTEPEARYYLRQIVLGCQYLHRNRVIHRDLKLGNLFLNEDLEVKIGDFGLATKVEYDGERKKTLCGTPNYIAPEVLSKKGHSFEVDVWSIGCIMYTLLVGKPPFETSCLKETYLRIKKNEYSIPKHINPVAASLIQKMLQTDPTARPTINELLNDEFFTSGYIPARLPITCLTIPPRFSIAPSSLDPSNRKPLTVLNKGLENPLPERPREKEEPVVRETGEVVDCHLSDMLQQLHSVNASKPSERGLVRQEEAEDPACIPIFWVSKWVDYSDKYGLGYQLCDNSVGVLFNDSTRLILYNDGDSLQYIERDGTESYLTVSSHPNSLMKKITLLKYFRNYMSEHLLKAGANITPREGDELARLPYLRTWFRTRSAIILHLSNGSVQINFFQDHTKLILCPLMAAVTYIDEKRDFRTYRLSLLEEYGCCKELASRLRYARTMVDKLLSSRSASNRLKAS
# S1P2 blocker – human S1P2 receptor antagonists, primary screen, cell-based; Sphingosine 1-phosphate receptor 2 (Homo sapiens), O95136; inhibition, % at 5 µM; 0.21% of 97,000 active; cell-based S1P2 antagonist assay, inhibition at 5 uM; in the data active = inhibition above about 45%;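 note: CRE beta-lactamase reporter cells expressing human S1P2 stimulated with S1P; 0% = agonist at EC80 alone and 100% = agonist plus reference antagonist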
# Target sequence (O95136 whole entry, looked up): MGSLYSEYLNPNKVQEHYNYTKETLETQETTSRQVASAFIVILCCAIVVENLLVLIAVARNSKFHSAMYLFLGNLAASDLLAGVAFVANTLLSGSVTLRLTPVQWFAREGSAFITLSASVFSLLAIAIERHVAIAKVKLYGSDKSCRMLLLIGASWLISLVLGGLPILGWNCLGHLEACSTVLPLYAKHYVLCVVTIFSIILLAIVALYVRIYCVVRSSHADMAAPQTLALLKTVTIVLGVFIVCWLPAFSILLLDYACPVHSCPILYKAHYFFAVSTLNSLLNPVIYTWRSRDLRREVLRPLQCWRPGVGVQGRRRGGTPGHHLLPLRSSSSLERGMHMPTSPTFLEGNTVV
# PLK1 inh – human PLK1 kinase inhibitors, primary screen, biochemical, TR-FRET; recombinant PLK1 kinase, TR-FRET peptide phosphorylation; inhibition, % at 10 µM; 0.53% of 97,000 active; AID 619, 2007;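 active = inhibition of 50% or more in the single-concentration screen; inactive = inhibition below 50%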;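 note: 0% = DMSO max control and 100% = H-89 dihydrochloride min control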
# S1P2 ag – S1P2 receptor agonists, primary screen, cell-based; 0.46% of 97,000 active; Sphingosine 1-phosphate receptor 2 (Homo sapiens), O95136; S1P2-expressing cell line, agonist reporter read-out; activation, % at 4.5 µM; in the data active = activation above about 16%;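 note: 0% = vehicle low control and 100% = maximal reference agonist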
# FAK blocker – FAK kinase inhibitors, primary screen, biochemical; Focal adhesion kinase 1 (Homo sapiens), Q05397; biochemical FAK kinase activity assay; inhibition, %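 (tested at 7 µM)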; 0.84% of 97,000 active; AID 727, 2007; in the data active = inhibition above about 19%;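 note: 0% = DMSO and 100% = reference compound high control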
# Rev-RRE block – HIV-1 Rev-RRE binding inhibitors, primary screen, biochemical, FRET, protein-RNA interaction; P05866; inhibition, % at 8 µM; Rev peptide-RRE RNA binding; 0.79% of 97,000 active;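 active = inhibition above the screen-wide mean plus 3 SD, cut at about 35% in these data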;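 note: 0% = median DMSO wells and 100% = median Neomycin B control wells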
# Target sequence (P05866 whole entry, looked up): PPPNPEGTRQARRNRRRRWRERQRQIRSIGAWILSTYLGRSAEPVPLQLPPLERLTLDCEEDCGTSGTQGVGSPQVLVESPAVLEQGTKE
#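 Test system – labelled RRE RNA duplex and labelled Rev peptide · Reagent – labelled Rev peptide · Doses – one concentration, 8 µM nominal · Incubation – 5 + 15 min at 25 °C · Signal – FRET fluorescence readout · Read-out basis – % inhibition of FRET ratio versus controls · Control set – DMSO wells as 0% and neomycin B wells as 100% inhibition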
# MT1-MMP txn act – MT1-MMP promoter reporter activation – cell-based, luciferase luminescence, primary screen. HT1080 MT1-MMP promoter luciferase reporter, overnight; stronger effect = higher value. activation factor at 10 µM. 0.16% of 86,000 active. AID 750, 2007;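 active = activation factor of at least 2 for MT1-MMP transcription at 10 µM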
# Numbers without * were called inactive; nt = not tested or not shown.
SMILES,EphB4 ephrin blk,PLAP activator,Plk1 PBD FP,S1P2 blocker,PLK1 inh,S1P2 ag,FAK blocker,Rev-RRE block,MT1-MMP txn act
Cc1ccc(-c2nc3ncccn3c2Nc2ccc3c(c2)OCCO3)o1,-5,1.1,-19,10,-10,-3,-2,9,nt
Cc1ccccc1OCC(=O)Nc1ccc(N2CCN(S(C)(=O)=O)CC2)cc1,7,1.1,-19,-7,-9,-6,-2,0,1.3
Cn1c(-c2ccc(N)cc2)nc2ccccc21,-9,0.9,-6,-1,-11,-7,0,5,1.1
Cn1ncc2c1ncn1nc(COc3ccc4ccccc4c3)nc21,-5,1.5,24,16,-15,-4,0,4,1.1
CSc1ccccc1C(=O)NCCSc1ccccc1,-2,0.8,9,-1,0,-6,1,7,1.3
CSc1ccc(/C=N\NC(=O)CNc2ccc(C)cc2)cc1,5,1,-15,6,-5,-8,-3,3,nt
NC(=O)c1sc2nc(N3CCOCC3)c3c(c2c1N)CCCC3,1,0.8,-10,-1,-2,-2,-5,9,0.8
Cc1ccc(NC(=O)c2ccccc2CCc2ccccc2)c(C)c1,-3,0.9,-8,1,-10,-7,-2,5,nt
O=C(O)CC(c1cccc(Cl)c1)n1cccc1 (stereo unspecified),7,1,0,11,-10,-1,-4,8,nt
CC(=O)Cc1ccccc1OCC(=O)O,1,1.2,-4,7,-10,-1,0,11,1
COc1cccc(C(=O)Nc2cc(C)ccc2NC(=O)COc2ccccc2)c1,-1,1,17,-1,-6,-2,5,8,nt
O=C(CCl)c1ccc(Cc2ncc(C(F)(F)F)cc2Cl)s1,-10,1.1,3,-5,-4,-6,-10,3,nt
N#CCCn1c(SCC(=O)NCCc2ccc(F)cc2)nc2ccccc21,2,1.5,18,19,-11,-6,-5,1,1.2
Cc1cccc(-c2nsc(SCC(=O)Nc3cc(C)on3)n2)c1,-6,0.9,-9,1,-7,-7,-3,-5,1.2
CCOC(=O)Cn1ncc(-c2ccccc2)c1N,-7,nt,10,6,2,-2,0,5,1.6
CCCNC(=O)c1ccccc1NC(=O)COc1ccc(OC)cc1,4,1.2,18,5,-1,-1,-2,9,1
CCCOc1nc(N)c(C#N)c(-c2ccccc2F)c1C#N,-4,0.9,11,0,-2,-5,0,3,1.2
CC(=O)c1cc2c(cc1NC(=O)C1CC1)OCO2,8,nt,11,3,-3,-4,4,0,1.1
O=C(CSc1ncnc2nc[nH]c12)N1CCOCC1,2,1.1,-17,-8,21,-2,0,5,1.1
COc1ccc(OCC(=O)Nc2ccccc2O)cc1,1,1.4,2,-13,-5,-3,2,4,1.8
CCCCOc1ccccc1C1CC(=O)NC2=C1C(=O)CCC2 (stereo unspecified),2,1.1,-10,-14,0,0,-1,-2,0.5
Cn1cccc1Cc1nnc(SCC(=O)NC2CCCC2)n1CCc1ccccc1,-2,1.6,-14,-2,1,-1,-2,1,1.1
Cc1cccc(C(=O)N2CCN(c3ccc(C(F)(F)F)cn3)CC2)c1C,7,2.1*,13,-4,-4,-9,-2,13,1
Cn1c(=O)c2c(nc(NCC3CCCO3)n2Cc2cccc(Br)c2)n(C)c1=O (stereo unspecified),6,1.1,-18,8,-6,-4,-2,7,1.1
COc1ccc(/C(N)=N/OC(=O)c2cccc([N+](=O)[O-])c2C)cc1OC,-1,0.8,5,-6,-8,-6,0,-6,1.6
CCN(C(=O)C1CCN(S(=O)(=O)c2cccc3nonc23)CC1)c1ccccc1,-4,1.4,0,-6,5,-11,0,3,nt
CCOC(=O)C1CCN(C(=O)CSc2ccc(Cl)cc2)CC1,7,nt,-19,-2,5,-3,0,1,1.1
COc1cc(NC(=O)CSc2nnc(C)s2)cc(OC)c1,-3,0.9,-6,4,4,-3,8,3,1.1
CCCCCC1CC(=O)N(Cc2ccccc2)C(=O)N1 (stereo unspecified),1,0.9,-9,2,-6,-7,2,1,1
CCOC(=O)N1CCN(S(=O)(=O)c2ccc(C)cc2)C1c1ccccc1 (stereo unspecified),-7,1.5,5,11,2,-5,-2,5,1.2
O=C(CCS(=O)(=O)c1ccccc1)Nc1nc(-c2ccccn2)cs1,-4,nt,32,-6,-12,-9,-1,-2,0.8
O=C(NCc1ccco1)c1cc(C(=O)C2CCCCC2)c[nH]1,-11,0.8,9,2,3,-7,-1,-4,nt
Cc1cc(C(=O)CN2C(=O)c3ccccc3C2=O)c(C)n1C1CC1,-6,1,3,5,5,0,1,0,1.3
Cn1c(-c2ccco2)nc2cc3ccccc3cc21,5,1.1,-6,25,-9,-11,4,1,0.4
COc1ccc(C(=O)CSc2cc(C)nc(SCC(=O)c3ccc(C)cc3)n2)cc1,-8,nt,-28,9,-14,-4,1,-6,1
CCOC(=O)N1CCN(Cc2nc(-c3ccccc3)no2)CC1,7,1,6,4,-9,-2,0,7,1.5
CCn1c(N)c(C(=O)NCCCOC)sc1=S,-2,1.1,8,10,3,-9,2,7,1
COc1ccc(CNC(=O)CS(=O)Cc2nc(-c3ccc(C)cc3)oc2C)cc1 (stereo unspecified),-11,1.7,-18,-12,-3,-1,0,6,1.1
CCc1cccc(CC)c1-n1c(SCn2nnc3ccccc3c2=O)nnc1-c1cccnc1,7,1.7,-43,-16,-14,4,-3,1,nt
CCC(C)NC(=O)c1ccc(COc2ccccc2Cl)cc1 (stereo unspecified),3,0.9,14,-15,0,0,1,6,1
O=C(O)c1ccc(CNCc2ccccc2Cl)cc1,0,1.1,18,-9,-8,-6,-2,6,nt
CCC(Oc1ccccc1)C(=O)Nc1ccc(S(=O)(=O)Nc2cnc3ccccc3n2)cc1 (stereo unspecified),-5,1.3,21,9,-1,-5,-8,0,nt
O=C(Oc1ccccc1)c1ccc2nccnc2c1,-9,1.1,-20,1,-6,-6,4,4,1.2
COCCNC(=O)C(c1ccc(C)o1)N(Cc1cccs1)C(=O)c1snc(C(N)=O)c1N (stereo unspecified),4,0.8,4,6,-11,-3,2,2,1.5
Cc1csc2nc(CNC(=O)c3ccco3)cn12,3,1,10,21,-10,-5,-1,9,1.7
Cc1onc(-c2ccccc2Cl)c1C(=O)N1CCN(C(=O)c2ccco2)CC1,9,1.1,-6,16,-21,0,1,5,1.1
CC1CC(C)CN(C(=O)c2ccc3c(=O)n(Cc4ccc5c(c4)OCO5)c(=S)[nH]c3c2)C1 (stereo unspecified),7,1.5,-16,-2,0,-5,7,0,1.1
COc1ccc(CNC(=O)Cn2nc(C(F)(F)F)c3c2CCC3)cc1,-3,1,-7,10,-6,-6,-1,6,1.1
COc1ccc(S(=O)(=O)NCc2ccc(C(=O)N3CCN(c4ccccn4)CC3)cc2)cc1,-3,1,-14,8,-5,0,-1,6,1.3
O=C1CCc2cc(S(=O)(=O)NC(Cc3ccccc3)C(=O)NC3CCCCC3)ccc2N1 (stereo unspecified),0,1,-35,2,-20,-9,2,4,nt
# Following part
SMILES,EphB4 ephrin blk,PLAP activator,Plk1 PBD FP,S1P2 blocker,PLK1 inh,S1P2 ag,FAK blocker,Rev-RRE block,MT1-MMP txn act
Cn1cnnc1SCC(=O)OCN1C(=O)c2ccccc2C1=O,-9,0.8,-7,13,-4,-5,-6,2,1.4
N=C1C(c2nc3ccccc3c(=O)[nH]2)=C(O)CN1CCc1ccccc1,-8,1,-7,-18,31,0,10,18,0.9
CO/N=C\CC(=O)Nc1ccc(F)cc1,2,1,-20,7,5,-2,-4,4,nt
CCN(CC)S(=O)(=O)c1ccc(NC(=O)COc2c(OC)cccc2OC)cc1,1,1,14,-11,-16,4,6,0,1.2
COc1ccc(-c2nnc(SCC(=O)Nc3ccc4c(c3)OCCO4)n2N)cc1OC,0,0.9,9,15,1,-6,-3,0,nt
Cc1ccc(N2CS(=O)(=O)/C(=C/N(C)C)C2=O)cc1,5,1.2,-22,26,-9,2,2,6,nt
CC(C)NC(=O)NC1C2CC3CC(C2)CC1C3 (stereo unspecified),-8,0.9,-7,-13,0,-5,0,6,1
CN(C)CCC1Sc2ccccc2Oc2ccccc21 (stereo unspecified),-3,nt,1,4,-9,-4,2,-6,1.1
O=S(=O)(c1ccccc1)c1cnn2c(C(F)(F)F)cc(-c3ccccc3)nc12,0,0.9,17,-1,-18,-4,1,-2,nt
O=C(Nc1ccc(N2CCN(C(=O)c3ccco3)CC2)c(Cl)c1)c1cc2ccccc2o1,5,1.3,-8,65*,-13,-9,3,-2,1.1
Cc1ccc(C)c(NC(=O)C2CCCN2C(=O)OC(C)(C)C)c1 (stereo unspecified),6,1,-16,15,-11,-9,3,9,1
O=C(Nc1ccncc1)C1(c2ccccc2)CCCC1,5,0.9,-5,9,-11,-7,0,2,1
COC(CNC(=O)c1ccc(N2CCCC2=O)cc1)OC,1,1,24,-19,-3,-2,-1,5,1

# Sorted by SMILES length (smallest number first): some entries from above
SMILES,EphB4 ephrin blk,PLAP activator,Plk1 PBD FP,S1P2 blocker,PLK1 inh,S1P2 ag,FAK blocker,Rev-RRE block,MT1-MMP txn act
CO/N=C\CC(=O)Nc1ccc(F)cc1,2,1,-20,7,5,-2,-4,4,nt
CN(C)CCC1Sc2ccccc2Oc2ccccc21 (stereo unspecified),-3,nt,1,4,-9,-4,2,-6,1.1
CC(C)NC(=O)NC1C2CC3CC(C2)CC1C3 (stereo unspecified),-8,0.9,-7,-13,0,-5,0,6,1
O=C(Nc1ccncc1)C1(c2ccccc2)CCCC1,5,0.9,-5,9,-11,-7,0,2,1
COC(CNC(=O)c1ccc(N2CCCC2=O)cc1)OC,1,1,24,-19,-3,-2,-1,5,1
Cn1cnnc1SCC(=O)OCN1C(=O)c2ccccc2C1=O,-9,0.8,-7,13,-4,-5,-6,2,1.4
Cc1ccc(C)c(NC(=O)C2CCCN2C(=O)OC(C)(C)C)c1 (stereo unspecified),6,1,-16,15,-11,-9,3,9,1
N=C1C(c2nc3ccccc3c(=O)[nH]2)=C(O)CN1CCc1ccccc1,-8,1,-7,-18,31,0,10,18,0.9
CCN(CC)S(=O)(=O)c1ccc(NC(=O)COc2c(OC)cccc2OC)cc1,1,1,14,-11,-16,4,6,0,1.2
COc1ccc(-c2nnc(SCC(=O)Nc3ccc4c(c3)OCCO4)n2N)cc1OC,0,0.9,9,15,1,-6,-3,0,nt
O=S(=O)(c1ccccc1)c1cnn2c(C(F)(F)F)cc(-c3ccccc3)nc12,0,0.9,17,-1,-18,-4,1,-2,nt
O=C1CCc2cc(S(=O)(=O)NC(Cc3ccccc3)C(=O)NC3CCCCC3)ccc2N1 (stereo unspecified),0,1,-35,2,-20,-9,2,4,nt
O=C(Nc1ccc(N2CCN(C(=O)c3ccco3)CC2)c(Cl)c1)c1cc2ccccc2o1,5,1.3,-8,65*,-13,-9,3,-2,1.1
COc1ccc(S(=O)(=O)NCc2ccc(C(=O)N3CCN(c4ccccn4)CC3)cc2)cc1,-3,1,-14,8,-5,0,-1,6,1.3
CC1CC(C)CN(C(=O)c2ccc3c(=O)n(Cc4ccc5c(c4)OCO5)c(=S)[nH]c3c2)C1 (stereo unspecified),7,1.5,-16,-2,0,-5,7,0,1.1
